Screens as filed in PubChem BioAssay.
HSP90 refold inh = HSP90 refolding inhibition in rabbit reticulocyte lysate. luciferase refolding luminescence, 3 h. inhibition, % at 5.6 µM. hit rate 0.91% among 290,000. AID 1789;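 active = inhibition above the screen-wide mean plus 3 SD, computed separately per campaign, cut at about 16% in these data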;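 note: 0% = DMSO wells and 100% = 60 µM geldanamycin wells; inhibitors lower the luminescence because luciferase stays unfolded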
aSyn UTR inh = MLPCN primary screen, SNCA 5' untranslated region; alpha-synuclein 5'UTR reporter, inhibitor activity; inhibition, % (tested at 7.5 µM); hit rate 0.82% among 300,000; in the data active = inhibition above about 60%;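 note: H4 neuroglioblastoma cells stably carrying SNCA 5'UTR luciferase fusion; 0% = DMSO wells and 100% = positive control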
GSK3A inh = inhibitors of human GSK-3 alpha kinase; P49840; ADP-Glo luminescence, 60 min; inhibition, % at 10 µM; hit rate 0.1% among 320,000;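 in the data active = inhibition above about 50%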;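 note: GST-tagged GSK-3 alpha with peptide substrate and 25 µM ATP; 0% = DMSO neutral wells and 100% = GW8510 positive control wells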
Target sequence (P49840 whole entry, looked up): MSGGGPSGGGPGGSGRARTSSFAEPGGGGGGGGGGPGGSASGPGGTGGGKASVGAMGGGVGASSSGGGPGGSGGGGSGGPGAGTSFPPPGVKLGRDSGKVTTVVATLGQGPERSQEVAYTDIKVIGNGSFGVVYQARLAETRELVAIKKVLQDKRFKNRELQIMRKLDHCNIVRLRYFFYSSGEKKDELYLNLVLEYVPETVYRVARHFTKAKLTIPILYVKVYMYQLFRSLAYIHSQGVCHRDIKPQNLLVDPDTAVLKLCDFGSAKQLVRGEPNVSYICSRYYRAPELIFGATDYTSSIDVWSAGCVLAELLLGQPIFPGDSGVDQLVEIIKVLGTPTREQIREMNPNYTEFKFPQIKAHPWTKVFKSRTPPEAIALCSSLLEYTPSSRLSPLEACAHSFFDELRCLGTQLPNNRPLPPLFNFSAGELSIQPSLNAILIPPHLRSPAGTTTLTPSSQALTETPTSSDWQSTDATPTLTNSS
HSF1 inh = HSF1 inhibition | NIH3T3-HGL HSE-luciferase, MG132-induced, luminescence 8 h; active compounds read low | activity change, negative = inhibition, % at 7.5 µM (by protocol) | hit rate 0.77% among 300,000 | AID 2098;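 active = more than half of replicate wells show activity change below -50%, luminescence cut by over half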;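 note: luciferase reports HSF-1 transcriptional activity via heat shock element; 0% = median of DMSO wells and -100% = zero luminescence signal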
KLF5 inh = suppresses KLF5 promoter-driven expression. inhibition, % at 5 µM. DLD-1 KLF5 promoter-luciferase reporter, luminescence. hit rate 0.23% among 290,000;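 active = inhibition above a per-plate limit of that plate's mean compound inhibition plus 3 SD, cut at about 60% in these data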;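 note: 0% = DMSO wells and 100% = LY294002 at 200 µM; higher means less KLF5 promoter-driven luciferase light; inactives centre near -14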
GSK3B inh = human GSK3beta kinase inhibition. P49841. GST-GSK3beta kinase, ADP-Glo luminescence, 60 min; active compounds read low. activity score (negative = inhibition), % at 10 µM. hit rate 0.038% among 300,000. AID 2097;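 active = more than half of replicate wells score below -50%, meaning over 50% inhibition versus plate controls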;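 note: 0% = median DMSO wells and -100% = median GW8510 positive control wells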
Target sequence (P49841 whole entry, looked up): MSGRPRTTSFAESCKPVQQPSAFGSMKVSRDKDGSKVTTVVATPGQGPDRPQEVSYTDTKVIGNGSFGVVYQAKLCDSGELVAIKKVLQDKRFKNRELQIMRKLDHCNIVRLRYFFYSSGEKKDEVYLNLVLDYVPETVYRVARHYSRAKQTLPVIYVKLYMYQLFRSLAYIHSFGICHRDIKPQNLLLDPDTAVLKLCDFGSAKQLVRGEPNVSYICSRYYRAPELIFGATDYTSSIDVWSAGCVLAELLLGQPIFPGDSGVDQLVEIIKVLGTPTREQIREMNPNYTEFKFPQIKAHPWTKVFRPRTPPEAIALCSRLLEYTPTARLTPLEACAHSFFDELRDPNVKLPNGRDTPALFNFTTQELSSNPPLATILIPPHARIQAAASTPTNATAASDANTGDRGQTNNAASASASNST
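Test system – GST-tagged human GSK3beta kinase, cell-free · Incubation – 60 min enzyme reaction, room temperature · Signal – ADP-Glo luminescence · Also added – peptide substrate and ATP at 25 µM · Controls – DMSO neutral wells and GW8510 at 20 µM as positive · Buffer or medium – Tris/MgCl2 kinase buffer · Measure – Luminescence-derived activity versus plate DMSO and GW8510 wells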
Platelet DG rel = platelet dense granule release activity; human platelet-rich plasma, SFLLRN dense granule ATP release, luminescence; inhibition, %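 (compounds screened at 7.5 µM in platelet-rich plasma)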; hit rate 0.22% among 300,000; AID 1663;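 active = mean replicate score, as percent of positive control, at or above 50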
Dyrk1A ADPGlo = Dyrk1A (rat) kinase inhibition; ADP-Glo luminescence, NFATc1 peptide; inhibition, % at 12.5 µM; hit rate 0.43% among 310,000; Q63470; AID 504441; in the data active = inhibition above about 50%;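 note: plate controls were vehicle with enzyme for no effect and no enzyme for full effect; many of its hits are not listed in these tables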
IEC-6 cytotox = kills IEC-6 intestinal cells in KLF5 counter-screen; IEC-6 cytotoxicity, luminescence viability; inhibition, % at 5 µM; hit rate 0.78% among 290,000; in the data active = inhibition above about 22%;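 note: 0% = plate median of test compound wells and 100% = cytotoxic reference compound wells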
HSF1 activator = increases HSF-1 driven luciferase reporter signal. AID 504408. hit rate 1.7% among 300,000. NIH3T3-HGL HSF-1 luciferase reporter, MG132, 8 h; 100% = twice DMSO control signal. activation, % at 9 µM;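 active = mean replicate activation of at least 50% with a set share of replicates each reaching 50%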;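 note: 0% = median of the neutral control wells and 100% = twice that signal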
Starred values were filed as active, the others as inactive.

Screening COc1ccc(C(=O)Nc2ccccc2-c2nnn(CC(=O)NCc3ccco3)n2)cc1 returned HSP90 refold inh -5.6, aSyn UTR inh -34.3, GSK3A inh 0.5, HSF1 inh -8.2, KLF5 inh -17.3, GSK3B inh 1.3, Platelet DG rel 1.4, Dyrk1A ADPGlo 1.1, IEC-6 cytotox -8.3 and HSF1 activator -5.7.
Screening O=C1/C(=C/c2cccs2)CCc2ccccc21 returned HSP90 refold inh 6.4, aSyn UTR inh -17.9, GSK3A inh 4.6, HSF1 inh 16.4, KLF5 inh -23.2, GSK3B inh 0.6, Platelet DG rel 38.2, Dyrk1A ADPGlo 2.8, IEC-6 cytotox 1.9 and HSF1 activator 34.7.
`COc1ccc(C(=O)Nc2ccnn2C2CCN(Cc3ccccn3)CC2)cc1` gave HSP90 refold inh -5.1, aSyn UTR inh -26.7, GSK3A inh 3.3, HSF1 inh -2.4, KLF5 inh -16.6, GSK3B inh -0.2, Platelet DG rel 0.6, Dyrk1A ADPGlo -1.7, IEC-6 cytotox -2.2 and HSF1 activator -3.8.
Screening O=C(CN1CCCCC1)Nc1cccc(-n2cnnn2)c1 returned HSP90 refold inh 3.8, aSyn UTR inh 13.7, GSK3A inh -0.5, HSF1 inh -10.5, KLF5 inh -13.2, GSK3B inh -0.3, Platelet DG rel -2.6, Dyrk1A ADPGlo -3.9, IEC-6 cytotox -0.7 and HSF1 activator 12.1.
NC(=O)c1c(NC(=O)c2ccco2)sc2c1CCC2 was read as HSP90 refold inh -2.6, aSyn UTR inh -276.9, GSK3A inh -4.2, HSF1 inh 24.7, KLF5 inh -179.9, GSK3B inh 0.7, Platelet DG rel 2.5, Dyrk1A ADPGlo -12.8, IEC-6 cytotox 2.6 and HSF1 activator 40.3.
Screening c1ccc(C2=Nn3c(nnc3-c3n[nH]c4c3CCC4)SC2)cc1 returned HSP90 refold inh -0.8, aSyn UTR inh 21.2, GSK3A inh 2.1, HSF1 inh -5.7, KLF5 inh -12.7, GSK3B inh -0.7, Platelet DG rel 2.8, Dyrk1A ADPGlo -4.6, IEC-6 cytotox 0.6 and HSF1 activator 16.6.
For Cc1ccc(C(C)C)c(OCCNS(C)(=O)=O)c1 the results were HSP90 refold inh -2.0, aSyn UTR inh -0.2, GSK3A inh 0.4, HSF1 inh -5.6, KLF5 inh 1.2, GSK3B inh 0.9, Platelet DG rel -2.4, Dyrk1A ADPGlo -1.6, IEC-6 cytotox -0.3 and HSF1 activator 5.0.
`O=c1[nH]c2ccccc2nc1-c1c[nH]c2ccccc12` gave HSP90 refold inh 0.3, aSyn UTR inh -18.0, GSK3A inh -1.1, HSF1 inh 2.1, KLF5 inh -54.0, GSK3B inh -3.3, Platelet DG rel -0.8, Dyrk1A ADPGlo -2.1, IEC-6 cytotox 8.8 and HSF1 activator 5.0.
Screening O=C(Nc1ccccc1)c1ccc(C(=O)Nc2ccccc2)nc1 returned HSP90 refold inh -3.0, aSyn UTR inh -182.0, GSK3A inh -2.3, HSF1 inh 7.6, KLF5 inh -24.7, GSK3B inh -0.9, Platelet DG rel -5.2, Dyrk1A ADPGlo 0.7, IEC-6 cytotox 8.5 and HSF1 activator 17.8.
Screening CN1C(=O)C(O)(CC(=O)/C=C/C=C/c2ccccc2)c2ccccc21 (stereo unspecified) returned HSP90 refold inh 3.4, aSyn UTR inh -6.4, GSK3A inh 0.9, HSF1 inh 8.7, KLF5 inh -9.7, GSK3B inh 1.8, Platelet DG rel 10.8, Dyrk1A ADPGlo -1.7, IEC-6 cytotox -9.4 and HSF1 activator 19.2.
For CCN(CC)C(=O)c1c(C)nc2ccccn12 the results were HSP90 refold inh 4.3, aSyn UTR inh 6.2, GSK3A inh 0.7, HSF1 inh -11.3, KLF5 inh -2.1, GSK3B inh 2.8, Platelet DG rel 17.2, Dyrk1A ADPGlo 2.9, IEC-6 cytotox 4.4 and HSF1 activator 4.9.
For O=C1CSC(c2cccnc2)N1Cc1ccc(Cl)cc1Cl (stereo unspecified) the results were HSP90 refold inh 0.3, aSyn UTR inh 17.2, GSK3A inh 0.2, HSF1 inh 7.2, KLF5 inh -44.8, GSK3B inh -4.2, Platelet DG rel 0.4, Dyrk1A ADPGlo -3.6, IEC-6 cytotox 0.8 and HSF1 activator 21.6.
O=C(N/N=C/c1cccnc1)c1ccccc1OCc1cccc(Br)c1 was read as HSP90 refold inh -1.0, aSyn UTR inh -8.2, GSK3A inh -0.8, HSF1 inh -2.0, KLF5 inh 10.1, GSK3B inh 1.5, Platelet DG rel -5.5, Dyrk1A ADPGlo 2.3, IEC-6 cytotox 1.0 and HSF1 activator -2.6.
O=C(CN1C(=O)NC2(CCCCCC2)C1=O)NCc1ccco1 was read as HSP90 refold inh 2.1, aSyn UTR inh -3.7, GSK3A inh 0.5, HSF1 inh -11.4, KLF5 inh -6.5, GSK3B inh -2.5, Platelet DG rel 0.9, Dyrk1A ADPGlo 0.0, IEC-6 cytotox 6.0 and HSF1 activator -9.5.
Screening COc1ccc(C(=O)NN/C(=N/S(=O)(=O)c2ccc(C)cc2)c2ccccc2)cc1 returned HSP90 refold inh 3.9, aSyn UTR inh -80.9, GSK3A inh -2.9, HSF1 inh 17.6, KLF5 inh -121.1, GSK3B inh 1.9, Platelet DG rel 15.1, Dyrk1A ADPGlo 3.1, IEC-6 cytotox -0.5 and HSF1 activator 25.7.

Quoted at random: 2 compounds from above.
O=C(CN1C(=O)NC2(CCCCCC2)C1=O)NCc1ccco1 was read as HSP90 refold inh 2.1, aSyn UTR inh -3.7, GSK3A inh 0.5, HSF1 inh -11.4, KLF5 inh -6.5, GSK3B inh -2.5, Platelet DG rel 0.9, Dyrk1A ADPGlo 0.0, IEC-6 cytotox 6.0 and HSF1 activator -9.5.
Screening O=C1/C(=C/c2cccs2)CCc2ccccc21 returned HSP90 refold inh 6.4, aSyn UTR inh -17.9, GSK3A inh 4.6, HSF1 inh 16.4, KLF5 inh -23.2, GSK3B inh 0.6, Platelet DG rel 38.2, Dyrk1A ADPGlo 2.8, IEC-6 cytotox 1.9 and HSF1 activator 34.7.

Next section.
Screening COc1cccc(/C=N/n2cncn2)c1OCC#N returned HSP90 refold inh 0.2, aSyn UTR inh 10.4, HSF1 inh -6.2, KLF5 inh -3.5, GSK3B inh -0.3, Platelet DG rel 2.8, Dyrk1A ADPGlo 2.6, IEC-6 cytotox 9.2 and HSF1 activator -14.5.
`CC(Oc1ccccc1)C(=O)N1CCCc2ccccc21` (stereo unspecified) gave HSP90 refold inh -2.7, aSyn UTR inh -27.7, GSK3A inh -3.8, KLF5 inh 5.9, GSK3B inh 0.3, Platelet DG rel -6.1, Dyrk1A ADPGlo 2.9 and IEC-6 cytotox -4.5.
Cc1cc(NC(=O)CSc2nnnn2-c2ccccc2C)no1 was read as HSP90 refold inh 1.0, aSyn UTR inh -36.5, GSK3A inh -1.4, HSF1 inh 9.9, KLF5 inh -37.3, GSK3B inh 2.2, Platelet DG rel 5.5, Dyrk1A ADPGlo -5.1, IEC-6 cytotox -2.1 and HSF1 activator -0.7.
`COc1ccc(OCC(=O)NNC(=O)c2cccnc2)cc1` gave HSP90 refold inh -2.4, aSyn UTR inh -2.4, GSK3A inh -0.5, HSF1 inh -3.4, KLF5 inh -3.9, GSK3B inh 1.4, Platelet DG rel 11.5, Dyrk1A ADPGlo 7.8, IEC-6 cytotox -0.1 and HSF1 activator 2.4.
`O=C1OCCC1Sc1nc2cc(Cl)ccc2s1` (stereo unspecified) gave HSP90 refold inh -5.6, aSyn UTR inh 13.6, GSK3A inh -1.8, HSF1 inh -9.2, KLF5 inh 4.4, GSK3B inh -0.1, Platelet DG rel 5.0, Dyrk1A ADPGlo 22.4, IEC-6 cytotox -2.0 and HSF1 activator -3.3.
O=C(Nc1ccc(-n2ccc(C(F)(F)F)n2)cc1)c1cccs1 was read as HSP90 refold inh -4.0, aSyn UTR inh -175.6, GSK3A inh -0.1, HSF1 inh 22.6, KLF5 inh -128.3, GSK3B inh 0.1, Platelet DG rel -23.8, Dyrk1A ADPGlo -6.3, IEC-6 cytotox 4.2 and HSF1 activator 47.4.
Screening CCOC1(/N=C(\C)NS(=O)(=O)c2ccc(Cl)cc2)C(C)=CC(=O)C=C1C returned HSP90 refold inh 1.4, aSyn UTR inh 19.6, GSK3A inh 0.5, HSF1 inh -2.5, KLF5 inh -2.5, GSK3B inh -1.6, Platelet DG rel -2.4, Dyrk1A ADPGlo 4.9, IEC-6 cytotox -0.7 and HSF1 activator -9.9.
`CC(C)C(=O)Nc1ccc(NC(=O)c2cccs2)cn1` gave HSP90 refold inh -2.8, aSyn UTR inh -131.8, GSK3A inh 1.1, HSF1 inh 6.7, KLF5 inh -49.8, GSK3B inh 2.9, Platelet DG rel 0.0, Dyrk1A ADPGlo -2.1, IEC-6 cytotox -7.0 and HSF1 activator 16.0.
CCC(C)c1ccc(NC(=O)N2CCN(C(=O)C3CCCO3)CC2)cc1 (stereo unspecified) was read as HSP90 refold inh 1.9, aSyn UTR inh 14.4, GSK3A inh 0.4, HSF1 inh -1.8, KLF5 inh -39.4, GSK3B inh -0.5, Platelet DG rel 5.3, Dyrk1A ADPGlo 1.0, IEC-6 cytotox -2.2 and HSF1 activator -2.5.
Cc1ccc(C2CC(C(F)(F)F)n3nc(C(=O)NCC4CCCO4)cc3N2)cc1 (stereo unspecified) was read as HSP90 refold inh -4.4, aSyn UTR inh 6.0, HSF1 inh 5.1, KLF5 inh 2.2, GSK3B inh -1.9, Platelet DG rel -7.7, IEC-6 cytotox -3.1 and HSF1 activator 36.2.
Screening Brc1ccc2cccnc2c1 returned HSP90 refold inh -9.1, aSyn UTR inh 19.5, GSK3A inh -0.9, HSF1 inh -6.8, KLF5 inh -36.4, GSK3B inh 4.1, Platelet DG rel 9.0, Dyrk1A ADPGlo -8.6, IEC-6 cytotox -1.8 and HSF1 activator -12.4.
`CC(=O)NCc1ccc(S(=O)(=O)N2CCCN(C)CC2)cc1` gave HSP90 refold inh 2.2, aSyn UTR inh 14.3, GSK3A inh -0.4, HSF1 inh 2.7, KLF5 inh -22.7, GSK3B inh 3.0, Platelet DG rel -5.5, Dyrk1A ADPGlo -0.1, IEC-6 cytotox 0.9 and HSF1 activator 22.5.
Screening CCc1ccc(NC(=O)CSc2nc3ccccc3nc2N2CCCCC2)cc1 returned HSP90 refold inh 2.8, aSyn UTR inh 3.1, GSK3A inh -2.4, HSF1 inh 0.2, KLF5 inh -26.5, GSK3B inh 0.1, Platelet DG rel 11.7, Dyrk1A ADPGlo -1.1, IEC-6 cytotox -1.4 and HSF1 activator -15.9.
Screening CC1CCc2c(sc(NC(=O)c3nc4ncccn4n3)c2C#N)C1 (stereo unspecified) returned HSP90 refold inh 12.8, aSyn UTR inh -147.9, GSK3A inh -1.5, HSF1 inh -29.3, KLF5 inh -26.9, GSK3B inh 2.7, Platelet DG rel 0.9, Dyrk1A ADPGlo 3.5, IEC-6 cytotox -1.2 and HSF1 activator -34.4.
CCC(C)(C)NC(=O)c1ccc2c(c1)N(CC(=O)N1CCCC1)C(=O)C(C)(C)O2 was read as HSP90 refold inh 0.3, aSyn UTR inh 3.4, GSK3A inh 0.7, HSF1 inh -6.1, KLF5 inh 0.6, GSK3B inh -3.4, Platelet DG rel -10.6, Dyrk1A ADPGlo 11.0, IEC-6 cytotox 2.9 and HSF1 activator -11.1.

Only part of the results is shown; the hit share may differ from the screen's.
